Bioassay records deposited in PubChem by National Center for Advancing Translational Sciences (NCATS).
AmpC no deterg – qHTS Inhibitors of AmpC Beta-Lactamase (assay without detergent) | P00811 | AmpC nitrocefin hydrolysis, absorbance 480 nm, 0.0001% Triton | Potency, µM (titrated, usually from 57.1 µM), for inactives: at the top dose activity change, negative = inhibition, usual class: inhibitors | 330,000 compounds, 0.52% hits;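 note: potency is the fitted concentration of half-maximal effect; plate controls were no compound for no effect and no enzyme for full effect; nearly all actives have a fitted effect of over 20% in size; some results filed as inactive show a strong effect at the top dose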
Target sequence (P00811 whole entry, looked up): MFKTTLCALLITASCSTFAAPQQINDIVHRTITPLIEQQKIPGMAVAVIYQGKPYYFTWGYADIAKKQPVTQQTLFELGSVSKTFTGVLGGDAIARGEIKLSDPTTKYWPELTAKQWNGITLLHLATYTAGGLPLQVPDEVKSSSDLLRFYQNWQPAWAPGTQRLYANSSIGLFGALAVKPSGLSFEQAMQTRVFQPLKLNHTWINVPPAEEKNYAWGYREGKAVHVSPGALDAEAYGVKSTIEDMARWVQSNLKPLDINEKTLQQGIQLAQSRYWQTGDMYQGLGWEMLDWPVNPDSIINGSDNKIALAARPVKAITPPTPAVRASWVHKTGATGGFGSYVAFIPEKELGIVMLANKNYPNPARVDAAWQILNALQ
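AmpC (5.3 nM in the dispensed reagent) in 20 mM phosphate pH 7.0 with 0.01% (detergent screen) or 0.0001% Triton X-100 was preincubated with compounds for 15 min at room temperature. Nitrocefin was then added from an 800 uM solution, and hydrolysis was followed at 480 nm.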
Sm TGR block – qHTS Assay for the Inhibitors of Schistosoma Mansoni Peroxiredoxins | Schistosoma mansoni thioredoxin glutathione reductase (TGR), Q962Y6 | purified TGR, DTNB reduction, TNB absorbance 405 nm | Potency, µM (titrated, usually from 114 µM), inactives show at the top dose activity change, negative = inhibition, actives largely listed as inhibitors | 360,000 compounds, 3% hits | AID 485364, 2010; note: potency is the fitted concentration of half-maximal effect; nearly all actives have a fitted effect of over 60% in size
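First, TGR (20 nM dispensed) and NADPH were mixed with compound. Second, a 15 min room-temperature incubation followed. Third, further NADPH and then DTNB were added to start the reaction. Finally, TNB absorbance was monitored kinetically.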
AmpC inh detg – qHTS Inhibitors of AmpC Beta-Lactamase (assay with detergent) | 370,000 compounds, 0.041% hits | AID 485294, 2010 | AmpC hydrolysis of nitrocefin, absorbance 480 nm, 0.01% Triton | Potency, µM (doses to about 114 µM), for inactives: at the highest dose activity change, negative = inhibition, usual class: inhibitors | P00811;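 note: potency is the fitted concentration of half-maximal effect; 0% = no-compound wells and -100% = no-enzyme wells; nearly all actives have a fitted effect of over 25% in size; some results filed as inactive show a strong effect at the top dose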
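AmpC (5.3 nM in the dispensed reagent) in 20 mM phosphate pH 7.0 with 0.01% (detergent screen) or 0.0001% Triton X-100 was preincubated with compounds for 15 min at room temperature. Nitrocefin was then added from an 800 uM solution, and hydrolysis was followed at 480 nm.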
Giardia FBPA inh – qHTS Assay for Inhibitors of Fructose-1,6-bisphosphate Aldolase from Giardia Lamblia. A8B2U2. purified Giardia FBPA. Potency, µM (doses to about 59.6 µM), without a hit: at the highest dose activity, negative = inhibition, most hits filed as inhibitors. 290,000 compounds, 0.71% hits. AID 2451, 2010; note: potency is the fitted concentration of half-maximal effect; nearly all actives have a fitted effect of over 55% in size
Target sequence (A8B2U2 whole entry, looked up): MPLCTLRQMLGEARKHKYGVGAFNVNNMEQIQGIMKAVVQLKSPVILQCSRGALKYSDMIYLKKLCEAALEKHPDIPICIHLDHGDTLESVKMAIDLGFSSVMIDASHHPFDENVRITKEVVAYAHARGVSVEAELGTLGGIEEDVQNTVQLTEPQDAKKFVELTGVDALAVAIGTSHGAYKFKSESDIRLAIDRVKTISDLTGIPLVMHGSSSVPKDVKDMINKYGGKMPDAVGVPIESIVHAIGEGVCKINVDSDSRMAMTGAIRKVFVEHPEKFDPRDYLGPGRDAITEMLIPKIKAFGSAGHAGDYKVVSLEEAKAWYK
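Giardia FBPA (40 nM reagent) was preincubated 10 min at RT with compound (up to 57.5 uM final), then substrate plus GAPDH/TPI/NAD/arsenate coupling system with diaphorase/resazurin was added; resorufin fluorescence (525/598 nm) was read after 20 min.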
AMA1 RON2 block – qHTS for Inhibitors of AMA1-RON; Towards Development of Antimalarial Drug Lead: Primary Screen; AlphaScreen AMA1-biotinylated RON2 peptide binding; Potency, µM (top dose mostly 58.2 µM), for inactives: top-dose activity change, negative = inhibition, usual class: inhibitors; 360,000 compounds, 0.2% hits;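 note: potency is the fitted concentration of half-maximal effect; 0% = vehicle wells and -100% = peptide control; nearly all actives have a fitted effect of over 45% in size; some results filed as inactive show a strong effect at the top dose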
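AMA1 (3D7) with his tag at 25 nM final met compounds first, then biotinylated RON2 peptide at 25 nM; detection used donor plus acceptor beads, 10 µg/mL apiece, read by AlphaScreen after 30 min at room temperature.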
HCMV inh – qHTS Assay for inhibitors of the human cytomegalovirus (HCMV). HFF cells, HCMV-luciferase reporter, 72 h; stronger effect = lower value. activity change, negative = inhibition, % at 57.5 µM. 410,000 compounds, 4.5% hits; in the data active = activity change below about -60%; inconclusive = no clear call, values can overlap the other calls; inactive = above about -39%
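Two-dose cell screen: HFF monolayers treated with compounds and infected with luciferase-expressing HCMV at 1 PFU/cell, 72 h at 37C, then lysed for luciferase measurement.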
An asterisk follows results filed as active; ? = inconclusive; . = no result given; + = active, no number; & = joins results of further samples; [ ] = another dose, or the depositor's remark. Unless noted, calls come from the whole dose curve; as a rule, active = well fitted curve in the direction sought with a large enough effect; inconclusive = small, poorly fitted or top-dose-only effect, or another doubt; inactive = no such curve, though single readings can be large; an effect the other way counts as inactive or inconclusive. Unless noted, % is set by controls: 0 for no effect and ±100 for the full control effect.

SMILES	AmpC no deterg	Sm TGR block	AmpC inh detg	Giardia FBPA inh	AMA1 RON2 block	HCMV inh
N#CC(C#N)=C1C=CC=CN1/C(=C\c1ccco1)C(=O)c1ccc(Cl)cc1	-19%	1.4µM*	-11%	-5%	-3%	-97*
CCc1c(C(=O)NCCc2cccc(C)c2)[nH]c(C)c1C(C)=O	-23%	-7%	-2%	-6%	-7%	-17
CC(C)NCc1cc(Br)ccc1OCc1ccccc1	0%	7%	?	-4%	-6%	-8
CCOc1cc(S(=O)(=O)N(CC)CC)ccc1F	-9%	9%	1%	-2%	6%	23
Nc1nc2ccc(Cc3ccncc3)cc2s1	-14%	5%	5%	14%	-4%	40
CCc1ccc(NC(=O)Cc2c(C(=O)O)n(C)c3ccccc23)cc1	-18%	1%	0%	?	9%	-5
CCOc1nc(NC(=O)NC(=O)c2ccccc2)nc(-c2ccccc2)n1	-25%	-10%	-10%	6%	7%	-8
C=Cn1ccnc1P(=S)(c1ccc(N(C)C)cc1)c1nccn1C=C	177%[activator]	12%	-2%	-12%	13%	-7
COc1ccc(N2CCN(CCCNC(=O)c3ccc4nc(Cc5ccccc5)oc4c3)CC2)cc1	.	1%	18%	.	.	-60*
Cc1ccccc1C(=O)Nc1ccc2nc3n(c(=O)c2c1)CCC3	-12%	3%	?	0%	17%	18
Cc1ccc(-c2nnc(Nc3ccccc3)c3ccccc23)cc1S(=O)(=O)NCc1nc2ccccc2[nH]1	.	6%	8%	.	.	-32
CC(C)(CNC(=O)c1ccccc1NS(C)(=O)=O)N1CCCCC1	-24%	0%	0%	1%	17%	27
N/C(=N/OC(=O)c1ccccc1Cl)c1ncc([N+](=O)[O-])s1	-29%	?	-2%	-8%	-29%	36
COc1ccc(C(=O)Nc2nc3c(s2)Cc2cc(OC)ccc2-3)cc1	-23%	-2%&-20%	10%&-4%	.	-23%	?
COCCN(C(=S)Nc1ccccc1C)C(C)c1cccnc1 (stereo unspecified)	-1%	-1%	-15%	7%	-5%	-3
OCC(Cc1ccc2c(c1)OCO2)C(CO)Cc1ccc2c(c1)OCO2 (stereo unspecified)	3%	0%	1%	1%	-8%	23
COc1cccc(C=Nc2ccccc2C#N)c1O	-12%	1%	0%	6%	27%	8
O=C(C(=O)N1CCOCC1)c1cn(Cc2ccccc2)c2ccccc12	88%[activator]	-2%	-4%	2%	13%	2
Cc1cc(C(=O)NNC(=O)CCCCC(=O)NNC(=O)c2cc(C)[nH]n2)n[nH]1	-4%	5%	2%	-4%	81%[activator]	8
CSc1ccccc1NC(=O)CSc1n[nH]c(C)c1[N+](=O)[O-]	-27%	5%	-2%	9%	-1%	16
O=C(CN1C(=O)NC2(CCCC2)C1=O)N1CCN(S(=O)(=O)c2ccc(Cl)c(C(F)(F)F)c2)CC1	150%[activator]	-1%	0%	.	-4%	-13
COc1cc(C(=S)N2CCOCC2)cc(OC)c1OS(=O)(=O)c1ccc(Cl)cc1	50%	3%	-24%	-3%	1%	44
Cc1ccc(C#N)c(SCc2nnc(-c3ccc(Cl)cc3)o2)n1	-16%	5%	-5%	3%	-11%	-91*
C[C@H](NC(=O)N1CCn2c1nc1ccccc12)C(=O)N1CCCCC1	-4%	-6%	?	-12%	127%[activator]	+
[N-]=[N+]=NCCN1CCC(O)CCC1=O (stereo unspecified)	-18%	-2%	-7%	-15%	5%	-21
Cc1ccccc1C1c2[nH]c3ccccc3c2C[C@H]2C(=O)N(c3ccccc3C(=O)NCCCN3CCOCC3)C(=O)N12 (stereo partly specified)	332%[activator]	-3%	-5%	21%	-10%	-1
Cc1ccc(S(=O)(=O)N2CCN(C(=O)COC(=O)Cc3cccc(C(F)(F)F)c3)CC2)c(C)c1	45%	5%	?	.	2%	-18
CCOc1ccc(NC(=O)Cn2c(=O)n(Cc3ccccc3)c(=O)c3sc4ccccc4c32)cc1	.	3%	8%	.	.	15
Cc1cc(C)cc(NC(=O)c2cc(=O)c3ccccc3o2)c1	-21%	13%	3%	4%	-10%	-18
Nc1cc(=O)[nH]c(SCC(=O)N2CCC(Cc3ccccc3)CC2)n1	-30%	0%	-3%	.	25%	0

The last two compounds of the section above lead into the next.
SMILES	AmpC no deterg	Sm TGR block	AmpC inh detg	Giardia FBPA inh	AMA1 RON2 block	HCMV inh
Cc1cc(C)cc(NC(=O)c2cc(=O)c3ccccc3o2)c1	-21%	13%	3%	4%	-10%	-18
Nc1cc(=O)[nH]c(SCC(=O)N2CCC(Cc3ccccc3)CC2)n1	-30%	0%	-3%	.	25%	0
COc1ccc(C(=O)N=C2CCC(C#N)=C3c4cc(OC)c(OC)cc4CCN23)cc1	-4%	6%	-12%	1%	8%	14
Cc1cccc(-c2nnc(SCC(=O)N3c4ccccc4CCc4ccccc43)n2C)c1	42%	-12%	-3%	10%	-8%	-70*
Nc1nonc1-n1nnc(C(=O)N/N=C/c2ccc(OCc3ccccc3F)cc2)c1CN1CCCCC1	-26%	-18%	?	-13%	-3%	13
COc1ccc(-c2nc(CS(=O)CC(=O)N3CCOCC3)c(C)o2)cc1OC (stereo unspecified)	16%	40µM*	-6%	.	0%	16
C=CCC(CC=C)(CNC(=O)C(=O)Nc1cccc(C(F)(F)F)c1)c1ccccc1	.	-7%	-4%	.	.	32
Nc1nc(NC(=O)c2ccccc2Cl)nn1-c1ccccc1	-15%	0%	5%	-2%	0%	-9
COc1cc(C(CCN2CCCC2)c2c(OC)cc(OC)c3c(C)cc(=O)oc23)cc(OC)c1OC (stereo unspecified)	132%[activator]	2%	2%	-5%&-1%	-4%	-26
COc1ccc(OC)c(CNS(=O)(=O)c2ccc3c(c2)oc(=O)n3C)c1	.	8%	7%	.	.	-15
Cc1cn(CC(=O)c2ccccc2)c2ccccc12	-17%	-1%	-6%	-6%	17%	52
CC(O)CNc1ncnc2nc[nH]c12 (stereo unspecified)	-25%	10%	-14%	5%	5%	-12
COc1ccc(S(=O)(=O)N(C)c2ccc(C(=O)N3CCN(c4ccccc4)CC3)cc2)cc1OC	196%[activator]	1%	-14%	.	-19%	19
C=CCN(C(=O)c1csnn1)C(C(=O)NCc1ccc(F)cc1)c1ccccc1 (stereo unspecified)	9%	-15%	-7%	-1%	14%	36
CC1CCC2(CC1)NC(=O)N(CC(=O)Nc1nc(-c3ccc(F)cc3)cs1)C2=O (stereo unspecified)	-5%	7%	10%	-9%	3%	-1
O=C(Nc1cccc([N+](=O)[O-])c1)c1ccc2nc(N3C(=O)CCC3=O)sc2c1	?	?	-2%	-4%	-4%	-10
Cc1c(NC(=O)c2ccc(-c3cccc([N+](=O)[O-])c3)o2)cccc1-c1nc2cc(Cl)ccc2o1	.	35µM*	23%	.	.	36

Three compounds picked at random from the list so far, as already listed:
SMILES	AmpC no deterg	Sm TGR block	AmpC inh detg	Giardia FBPA inh	AMA1 RON2 block	HCMV inh
Nc1nonc1-n1nnc(C(=O)N/N=C/c2ccc(OCc3ccccc3F)cc2)c1CN1CCCCC1	-26%	-18%	?	-13%	-3%	13
O=C(Nc1cccc([N+](=O)[O-])c1)c1ccc2nc(N3C(=O)CCC3=O)sc2c1	?	?	-2%	-4%	-4%	-10
C=CCN(C(=O)c1csnn1)C(C(=O)NCc1ccc(F)cc1)c1ccccc1 (stereo unspecified)	9%	-15%	-7%	-1%	14%	36

(cont.)
SMILES	AmpC no deterg	Sm TGR block	AmpC inh detg	Giardia FBPA inh	AMA1 RON2 block	HCMV inh
CC1CCCC(C)N1C(=C(Cl)Cl)C(=C1SCCS1)[N+](=O)[O-] (stereo unspecified)	-32%	-7%	10%	-7%	?	-69*
O=C(CN1CCN(S(=O)(=O)c2ccccc2)CC1)Nc1ccnn1C1CCCC1	1%	-12%	-5%	.	9%	0
CC(C)=C1SC(N2CCN(Cc3ccccc3)CC2)=NC1=O	0%	-7%	?	6%	3%	10
CCN(CC)C(=O)c1sc2nc(Cc3ccccc3)[nH]c(=O)c2c1C	-24%	46%[activator]	5%	0%	8%	-38
CCCCNC(=O)c1cnn2c(C)c(Cc3c(C)cc(C)cc3C)c(C)nc12	.	2%	-7%	.	.	-21
CC(=O)OC1CC[C@@]2(C)C(CCC3C2CC(=O)[C@@]2(C)C3CC3CC(C)=CC(=O)C32)C1 (stereo partly specified)	35%	6%	7%	-5%	-4%	-36
C[C@@H]1C(c2ccccc2)=NN(c2ccc(Br)cc2)[C@H]1C(=O)N1CCOC1=O	-12%	.	.	-22%	34%[activator]	-16
COc1ccc(Cl)cc1NC(=O)Cn1cnc2sc(C)c(S(=O)(=O)N3CCN(c4ccccc4OC)CC3)c2c1=O	.	-1%	?	.	.	15
CCn1c(CNC(=O)c2cccc(C)c2)nnc1SCC(=O)N1CCOCC1	-10%	-17%	2%	.	15%	-35
CS(=O)(=O)c1cccc(C(=O)Nc2cccc(-c3nc4ccccc4[nH]3)c2)c1	18µM*	-28%	-9%	3%	0%	5
Cc1nc2cc(NCc3cc([N+](=O)[O-])ccc3O)ccc2n1Cc1ccccc1	-49%	-9%	1%	-11%	6%	4
CC(=O)NC(c1cc(Cl)c2cccnc2c1O)C(C)C (stereo unspecified)	1%&-20%	6%&-21%	?	.	.	-98*
COc1cc(C(=O)N(Cc2ccc(N(C)C)cc2)C2CCS(=O)(=O)C2)cc(OC)c1OC (stereo unspecified)	-3%	-10%	?	-15%	-8%	-18
CCCc1cnc(N2CCN(S(=O)(=O)c3cccs3)CC2)nc1	-22%	9%	1%	0%	7%	36
O=c1oc(-c2ccccc2Cl)nc2ccsc12	-14%	-16%	3%	0%	-2%	55
O=C(NCc1ccccc1)C(c1ccco1)N(C(=O)c1csnn1)c1ccccc1 (stereo unspecified)	-22%	1%	-8%	0%	8%	3
Cc1ccc(S(=O)(=O)N(CC(=O)Nc2ccccc2C(=O)O)c2ccc(Cl)cc2)cc1	-28%	26%	-2%	6%	-17%	2
O=C(Nc1ccc2oc(-c3ccncc3)nc2c1)c1ccccc1F	-8%	-1%	-14%	-9%	-13%	-9
COc1ccccc1N1CCN(C(c2cccs2)c2nnnn2C2CCCC2)CC1 (stereo unspecified)	-1%	0%	7%	0%	-4%	-16
Cc1ccc(C)c(N2CCN(C(=O)c3cc4c(C)nc5ccccc5c4o3)CC2)c1	113%[activator]	-17%	?	-3%	4%	?
CCOc1ccccc1N1CCN(C(=O)NC(C)c2ccc(F)c(F)c2)CC1 (stereo unspecified)	95%[activator]	-9%	-2%	-3%	11%	-28

Entries of single compounds as entered above:
Listed for `O=C(Nc1ccc2oc(-c3ccncc3)nc2c1)c1ccccc1F` : AmpC no deterg = -8%; Sm TGR block = -1%; AmpC inh detg = -14%; Giardia FBPA inh = -9%; AMA1 RON2 block = -13%; HCMV inh = -9
Listed for `Cc1ccc(C)c(N2CCN(C(=O)c3cc4c(C)nc5ccccc5c4o3)CC2)c1` : AmpC no deterg = 113%[activator]; Sm TGR block = -17%; AmpC inh detg = ?; Giardia FBPA inh = -3%; AMA1 RON2 block = 4%; HCMV inh = ?
